Screening data as filed in PubChem BioAssay.
PLCb3 inh – PLC-beta3 (human) inhibition, primary screen; Q01970; Purified PLC-beta3, fluorogenic substrate, fluorescence; inhibition, % at 12.2 µM; 0.18% of 370,000 active; in the data active = inhibition above about 11%;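 also: 0% = median of compound wells on plate and 100% = full blocker control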
Target sequence (Q01970 whole entry, looked up): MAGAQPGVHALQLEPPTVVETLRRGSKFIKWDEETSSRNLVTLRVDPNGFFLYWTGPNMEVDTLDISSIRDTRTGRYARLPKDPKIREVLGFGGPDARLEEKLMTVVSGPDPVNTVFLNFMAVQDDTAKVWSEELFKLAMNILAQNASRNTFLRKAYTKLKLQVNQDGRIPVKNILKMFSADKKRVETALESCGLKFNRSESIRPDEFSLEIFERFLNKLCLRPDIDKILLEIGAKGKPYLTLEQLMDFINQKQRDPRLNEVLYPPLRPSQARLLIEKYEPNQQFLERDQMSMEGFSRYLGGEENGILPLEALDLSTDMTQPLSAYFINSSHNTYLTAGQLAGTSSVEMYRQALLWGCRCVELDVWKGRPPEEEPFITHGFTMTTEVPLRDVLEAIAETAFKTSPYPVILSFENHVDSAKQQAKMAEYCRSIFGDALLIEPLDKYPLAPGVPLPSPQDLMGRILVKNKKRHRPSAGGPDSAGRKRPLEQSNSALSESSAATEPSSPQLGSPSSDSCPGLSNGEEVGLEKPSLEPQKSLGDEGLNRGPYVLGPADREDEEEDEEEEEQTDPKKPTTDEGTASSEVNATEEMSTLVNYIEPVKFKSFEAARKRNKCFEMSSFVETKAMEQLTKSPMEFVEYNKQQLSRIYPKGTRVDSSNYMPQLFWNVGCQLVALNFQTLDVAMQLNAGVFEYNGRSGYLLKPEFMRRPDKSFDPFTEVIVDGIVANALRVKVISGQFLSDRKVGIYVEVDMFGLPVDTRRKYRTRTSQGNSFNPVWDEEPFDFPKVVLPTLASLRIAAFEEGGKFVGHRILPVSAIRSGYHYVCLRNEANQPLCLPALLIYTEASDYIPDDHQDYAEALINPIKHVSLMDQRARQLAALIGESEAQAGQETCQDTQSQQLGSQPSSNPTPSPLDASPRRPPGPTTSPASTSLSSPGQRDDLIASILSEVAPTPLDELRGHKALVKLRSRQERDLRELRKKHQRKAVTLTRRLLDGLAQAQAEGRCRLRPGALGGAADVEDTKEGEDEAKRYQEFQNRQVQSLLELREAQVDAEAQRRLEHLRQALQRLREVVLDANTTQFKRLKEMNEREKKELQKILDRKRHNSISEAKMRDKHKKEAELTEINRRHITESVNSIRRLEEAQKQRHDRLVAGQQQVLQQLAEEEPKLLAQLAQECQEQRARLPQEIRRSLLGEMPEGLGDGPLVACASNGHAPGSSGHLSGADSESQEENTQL
DAX1 inh-1 – inhibitors of human orphan nuclear receptor DAX1 (NR0B1). P51843. HEK293 Gal4-DAX1 luciferase reporter, luminescence. inhibition, % at 6.75 µM. 0.99% of 340,000 active. AID 504766;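 active = inhibition above the mean over all tested compounds plus 3 SD, cut at about 4.2% in these data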;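 also: 0% = DAX1-transfected cells with DMSO and 100% = empty-vector control cells with DMSO; inhibition shows as a rise in luminescence from relieved DAX1 repression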
FXN GAA850 act – activators of GAA850 frataxin (FXN) promoter; HEK293 lucGAA850 FXN promoter luciferase reporter, 24 h; percent of 10 µM SAHA response; activation, % at 6 µM; 0.56% of 360,000 active; AID 540364;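 active = activation above the average of all compounds screened plus 3 SD, cutoff fixed separately per campaign, cut at about 7.5% in these data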;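 also: 0% = DMSO wells and 100% = 10 µM SAHA wells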
hgDAF-12 ag – hgDAF-12 agonism, primary luciferase screen. HEK293 GAL4-hgDAF12 UAS-luciferase reporter, agonist luminescence; normalized to butyrate control. activation, % at 6.8 µM. 1.8% of 370,000 active. AID 687014;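 active = activation above a cutoff set at the mean of all screened compounds plus 3 SD, cut at about 10% in these data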;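 also: 0% = DMSO wells and 100% = sodium butyrate wells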
hcDAF-12 act – activates DAF-12 receptor from parasite H. contortus; HEK293 hcDAF-12 lit1-tk-luc reporter, luminescence; 0% DMSO, 100% Δ7-dafachronic acid; activation, % at 6.8 µM; 1.4% of 370,000 active; AID 652067;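 active = activation above the mean of all tested compounds plus 3 SD, cut at about 5.5% in these data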;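 also: 100% = response to 3 µM Δ7-dafachronic acid high control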
ssDAF-12 act – activators of S. stercoralis DAF-12 nuclear receptor; HEK293 ssDAF-12/GRIP1 lit1-tk-luc reporter, luminescence; % of 3 µM dafachronic acid response; activation, % at 6.8 µM; 1% of 370,000 active;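 active = activation above the mean over all tested compounds plus 3 SD, cut at about 0.9% in these data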;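 also: 0% = DMSO-only wells and 100% = 3 µM delta7-dafachronic acid wells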
SMARCA2 activ – increases SMARCA2 function in MMTV reporter cells; AID 652017; activation, % at 9.1 µM; MG213 cells, MMTV-luciferase reporter, dexamethasone, overnight; 1% of 370,000 active; in the data active = activation above about 7.8%;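 also: 0% = vehicle wells and 100% = reference activator wells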
HGIII-sPLA2 inh – Blocks human group III sPLA2 activity | Q9NZ20 | QFRET BODIPY PC-A2 liposome hydrolysis, fluorescence | 0.56% of 370,000 active | inhibition, % at 12.2 µM;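 active = inhibition above mean plus 3 SD of compounds lying within the high and low control bounds, cut at about 19% in these data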;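 also: 0% = median of test compound wells and 100% = no enzyme DMSO wells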
NR1D1 modulator – modulators of human Rev-erb alpha DNA binding | P20393 | Rev-erbα–FITC-DNA binding, fluorescence polarization, 90 min | activity, % at 10 µM | 0.79% of 370,000 active | AID 1259318;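 active = activity above about 14%, limit read from the data; passing the limit was not always enough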;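 also: 0% = DMSO wells with 35 nM protein and 100% = DMSO wells with 750 nM protein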
PG9 Ab binder – PG9 antibody binding by small molecule | inhibition, % at 6.7 µM | TR-FRET gp120-PG9 antibody binding | 0.43% of 360,000 active; in the data active = inhibition above about 8.5%
DAX1 inh-2 – inhibitors of DAX1 repression of SF-1 activated StAR promoter; 1.1% of 370,000 active; AID 652010; HEK293T StAR-luciferase reporter, SF-1/DAX-1 repression relief; inhibition, % at 6.8 µM;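 active = inhibition above the mean over all tested compounds plus 3 SD, cut at about 3.6% in these data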;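 also: 0% = DAX-1 cells with DMSO and 100% = cells lacking DAX-1 with DMSO; higher inhibition means more luminescence from relief of DAX-1 repression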
Numbers without * were called inactive; i = inactive; . = no result given.

SMILES,DAX1 inh-2,NR1D1 modulator,ssDAF-12 act,PG9 Ab binder,PLCb3 inh,hgDAF-12 ag,hcDAF-12 act,FXN GAA850 act,SMARCA2 activ,DAX1 inh-1,HGIII-sPLA2 inh
CCOC(=O)c1[nH]c2ccc(OC)cc2c1NC(=S)N1CCN(c2ccc(F)cc2)CC1,-0.3,6.2,0.6,-2.6,-15.3,-0.6,1.1,1.4,0.3,-0.1,10.8
COc1ccc(Oc2c(OC)cc([N+](=O)[O-])c3ncccc23)cc1,-0.5,-2.9,-1.2,-0.8,7.5,0.7,-2.0,0.9,-1.3,1.2,3.1
COC(=O)c1c(C(=O)OC)c(-c2ccc(F)cc2)n2c1CS(=O)(=O)C2,0.1,7.5,-1.0,-0.8,0.9,-0.6,2.6,1.8,-0.6,0.5,-4.2
CC(C)C(OC(=O)c1nsc(Cl)c1Cl)C(=O)NC1CCCCC1 (stereo not drawn),0.6,3.5,-0.5,0.0,-65.8,-0.8,1.7,0.2,-2.4,0.6,1.1
O=C(c1ccccc1)c1ccc2cc(O)ccc2c1,-0.6,6.5,-0.3,-1.4,-53.0,9.2,-0.8,3.9,1.1,0.2,-79.3
COc1ccc(NC(=O)Nc2cnccn2)cc1,0.9,5.2,-1.1,-0.9,-7.0,4.0,-1.3,3.5,1.1,0.2,22.4*
O=C1CSC(c2cn(-c3ccccc3)nc2-c2ccc3c(c2)OCCO3)N1CCN1CCOCC1 (stereo not drawn),0.2,-2.1,-1.4,1.1,-0.8,0.0,-1.1,-1.5,0.0,0.6,-4.9
COc1ccc(N2CCN(C(=O)c3cn(Cc4ccccc4)nc3-c3cccnc3)CC2)cc1,-0.6,6.8,-0.8,-1.2,-4.1,-1.6,-0.5,2.5,2.6,0.9,-3.0
Cc1nc2ccccn2c1C(=O)NCc1cccnc1,0.1,0.7,-1.0,0.0,3.1,-1.0,-3.8,2.7,1.9,-0.8,3.2
O=c1[nH]nnc2c1cnn2-c1ccccc1,-1.3,-0.4,-1.2,-1.9,0.7,-1.1,-1.8,1.1,4.1,3.6,-7.9
CCc1cc2c(COC(=O)CCNS(=O)(=O)c3cccc(C(F)(F)F)c3)cc(=O)oc2cc1O,-1.8,0.9,-1.6,1.3,i,1.6,-2.8,1.0,-4.3,0.4,-42.2
Cc1c(C=NCCOCc2ccccc2)cnn1C,1.2,-6.9,-1.1,0.9,0.6,2.4,0.5,10.1*,-1.4,0.7,6.5
CC(=O)Nc1ccc(NS(=O)(=O)c2cccc3ccccc23)cc1,0.0,0.9,-0.3,-0.4,0.6,-0.3,-2.0,0.7,1.5,0.8,-12.2
Cc1cccc(Cc2cnc(NC(=O)C3=NCCN3)s2)c1,0.4,-1.4,-1.6,-0.3,-2.5,1.2,-0.6,0.1,3.6,0.3,2.2
C[C@@H](CO)NC(=O)c1[nH]cnc1C(=O)Nc1cccc(Cl)c1,-1.7,4.4,-1.6,-2.2,-2.2,3.6,-1.6,0.9,2.8,0.8,-12.3
CN(Cc1nc(-c2ccccc2)no1)C1CCOCC1,1.1,-2.8,-1.0,-0.4,-3.9,11.1*,1.5,5.5,7.3,4.8*,-3.7
CCCC/C(O)=C1\C(=O)CC(C)(C)CC1=Nc1ccc(N)cc1,0.8,-5.5,-1.1,-2.0,1.9,3.4,0.1,0.8,1.4,6.0*,0.0
COc1ccc(C(=O)NNC2=CC(=O)CC(C)(C)C2)cc1OC,-0.3,-0.2,-1.0,-0.4,-24.3,-2.2,-1.8,0.1,-2.8,0.4,1.9
CN(C)S(=O)(=O)c1ccc(C(=O)NCC2(N3CCCCC3)CCCCC2)cc1,6.0*,-5.0,-1.1,0.1,-4.8,-0.5,0.9,1.7,1.6,0.8,-2.5
COC(=O)C(C[N+](=O)[O-])C1=C(O)CC(C)(C)CC1=O (stereo not drawn),-0.3,4.3,-0.8,.,-10.5,-2.8,-1.6,.,-2.2,.,8.2
Cc1ccccc1-c1nc(-c2ccc(NC(=O)c3ccc(Br)o3)cc2)no1,0.4,-2.1,-0.6,-2.4,0.2,5.7,0.7,-0.1,1.3,0.7,0.4
Cc1nnc(OCc2nc3ccccc3n2C)c2ccccc12,0.6,-2.0,-1.1,0.7,0.1,-2.0,-1.4,4.2,1.8,-0.7,12.8
COc1ccc(C(c2nnnn2CS(=O)(=O)c2ccc(C)cc2)N2CCN(c3ncccn3)CC2)cc1 (stereo not drawn),-0.6,-4.8,-0.5,0.9,3.4,-2.8,-2.1,-1.6,-2.3,-0.1,-3.6
COc1cccc(CN2CCN(C3CSCCSC3)CC2CCO)c1 (stereo not drawn),-0.3,3.9,-1.3,-0.8,1.7,0.1,-1.2,0.8,-1.5,-1.0,-2.7
Cc1ccc(-c2nnn(CC(=O)NCC3CC3)n2)o1,-0.4,-0.7,-0.8,0.8,-1.3,-0.2,-0.5,1.3,-0.5,-0.1,0.4
N#CCCSc1ncnc2c1oc1ccccc12,-1.2,1.5,0.2,20.2*,6.0,-1.0,-2.8,3.3,-1.4,-0.1,-4.3
CCOc1ncccc1C(=O)N1CCN(c2cccc(C)c2C)CC1,1.7,2.0,-1.4,-3.3,-1.2,-6.0,-2.4,1.0,-0.9,-1.4,6.5
CCOC(=O)C1CCN(CC(=O)N2C(C)CCCC2C)CC1 (stereo not drawn),-0.5,5.5,-1.2,-1.5,1.5,-0.9,0.4,-2.7,-3.1,-0.4,8.7
CC(=O)Nc1cccc(-c2ccnc3c2CC(C)(C(=O)Nc2cccnc2)O3)c1 (stereo not drawn),-0.5,-0.9,-1.3,-1.4,1.9,-0.6,0.2,1.4,2.0,.,-2.7
COC(=O)C1CCN(S(=O)(=O)c2cn(C)c(=O)n(C)c2=O)CC1,0.7,-2.5,-1.2,0.8,-2.7,-1.9,0.5,-0.1,0.1,0.6,13.2

Sorted by value in ssDAF-12 act (high to low): some entries from above
canonical_smiles	DAX1 inh-2	NR1D1 modulator	ssDAF-12 act	PG9 Ab binder	PLCb3 inh	hcDAF-12 act	SMARCA2 activ	DAX1 inh-1	HGIII-sPLA2 inh
COc1ccc(C(c2nnnn2CS(=O)(=O)c2ccc(C)cc2)N2CCN(c3ncccn3)CC2)cc1 (stereo not drawn)	-0.6	-4.8	-0.5	0.9	3.4	-2.1	-2.3	-0.1	-3.6
COC(=O)C(C[N+](=O)[O-])C1=C(O)CC(C)(C)CC1=O (stereo not drawn)	-0.3	4.3	-0.8	.	-10.5	-1.6	-2.2	.	8.2
CCOc1ncccc1C(=O)N1CCN(c2cccc(C)c2C)CC1	1.7	2.0	-1.4	-3.3	-1.2	-2.4	-0.9	-1.4	6.5

The list continues:
SMILES,DAX1 inh-2,NR1D1 modulator,ssDAF-12 act,PG9 Ab binder,PLCb3 inh,hgDAF-12 ag,hcDAF-12 act,FXN GAA850 act,SMARCA2 activ,DAX1 inh-1,HGIII-sPLA2 inh
CCc1ccc(NC(=O)C2CCCN(S(=O)(=O)c3ccc4c(c3)CCCN4C(C)=O)C2)cc1 (stereo not drawn),-0.6,-4.9,-1.3,-1.1,-3.3,-3.0,-3.9,-3.1,0.5,0.5,-3.1
O=C(NCC1CCCO1)C1CCN(C(=O)c2ccc(Br)cc2)CC1 (stereo not drawn),1.0,2.5,-1.1,0.7,1.2,-0.9,-1.7,0.8,0.5,1.6,-1.6
O=C(CSc1nnc(-c2cccnc2)n1C1CCCCC1)NC1CCCCC1,0.1,3.3,-0.7,0.6,-1.6,0.2,-1.6,1.9,-2.9,1.3,4.3
Cc1ccc(NC(=O)CSc2nccn2Cc2ccco2)c(C)c1,6.3*,-3.9,-0.1,-0.5,-3.9,13.6*,7.2*,3.2,10.8*,0.5,-4.3
COc1ccc(-n2c(Cc3cccs3)nnc2SCC(=O)Nc2cccc3ccccc23)cc1,-0.1,-1.0,-1.8,.,3.1,-2.8,-2.1,.,-3.1,.,-28.4
CCCCC(=O)NC(Nc1cc(C)ccn1)(C(=O)OCC)C(F)(F)F (stereo not drawn),-0.3,1.1,-1.1,2.6,2.4,-1.2,-2.4,-1.9,0.5,1.7,1.0
CC1=NN(C(=O)c2ccccc2F)C(O)(c2ccc(Cl)cc2)C1 (stereo not drawn),0.9,4.9,-0.8,-1.7,-7.9,6.2,1.6,1.3,2.6,6.2*,1.1
COc1cc(C(=O)N2CCN(CCCc3ccccc3)CC2)cc(OC)c1OC,0.8,-5.3,-0.7,-2.0,-6.4,-1.4,-0.2,0.8,-3.5,2.3,12.8
O=C(C1=C[C@@H](c2coc3ccccc3c2=O)C[C@@H](OCCCCO)O1)N1CCN(Cc2ccc3c(c2)OCO3)CC1,0.2,1.6,-1.2,-3.3,2.4,-3.5,-1.2,1.0,0.3,-0.9,-9.6
O=S(=O)(Nc1ccccc1)c1ccc(S(=O)(=O)N2CCCC2)cc1,-2.2,2.2,-1.1,0.9,-10.0,-1.3,-1.4,-0.9,-2.9,0.6,-7.0
COc1cccc(C(=O)Nc2ccc(NC(=O)c3ccco3)c(Cl)c2)c1,-0.5,3.5,-2.3,-3.7,9.7,6.0,-2.1,4.2,3.0,-1.0,-10.6
COC(=O)c1cc(NC(=O)c2ccc(OC)cc2)c(=O)oc1C,0.3,-1.9,-1.1,-3.2,2.5,-1.5,-0.6,0.1,5.8,-0.1,4.7
COCCCNC(=O)COc1ccc(S(=O)(=O)Nc2ccccc2)cc1,0.0,-2.5,-0.8,1.0,1.8,0.3,1.8,0.5,0.8,-0.4,-4.5
CC(C)=CCc1c2c(c3occ(-c4ccc(O)c(O)c4)c(=O)c3c1O)C=CC(C)(C)O2,0.4,0.3,-0.6,-0.4,5.9,-0.8,0.3,-0.4,-0.7,1.6,9.5
CCOc1ccc(N2C(=O)S/C(=C\c3ccc(O)c(OCC)c3)C2=O)cc1,-1.1,8.0,-0.6,0.9,-31.1,0.8,-0.4,0.0,-3.8,-0.8,-6.1
Cc1ccccc1NC(=O)c1ccc(CN2CCC(Cc3ccccc3)CC2)cc1,-1.3,-1.7,-2.1,0.0,-1.6,-1.4,-1.6,-4.2,-0.7,-2.2,-4.6
COC(=O)C(C)NC(=O)C12CC3CC(CC(C3)C1)C2 (stereo not drawn),0.4,-0.1,-0.7,-0.2,2.8,0.1,-0.8,0.1,-1.9,-0.8,9.7
O=C(c1cc(Cl)cc(Cl)c1)N1CCOCC1,0.9,1.1,-1.4,1.4,0.1,0.5,-0.3,2.1,-0.1,1.5,3.1
COc1ccc(NC(=O)CN(C)C(=O)CCCc2c[nH]c3ccccc23)cc1,-0.1,0.6,-0.7,0.8,-23.1,-0.4,1.1,0.3,-0.6,-1.3,-25.1
O=C(c1ccco1)N1CCN(C(=O)c2ccc(Br)o2)CC1,0.5,3.2,-0.6,0.0,0.7,-1.9,-0.3,-1.0,-2.8,1.3,-3.5
CCCCCCCCN1C(=O)[C@@H](CC(=O)NCCCN2CCCC2=O)C[C@@]2(C(=O)OC)C1=C[C@H](C(C)(C)C)O[C@@H]2C,-0.3,-3.8,-1.1,-0.8,3.5,-3.1,-0.6,.,-1.3,.,-10.6
Cc1cc(NC(=O)C2CC(=O)N(c3ccccc3)C2)no1 (stereo not drawn),0.2,-7.2,-1.2,-0.6,0.7,2.5,-0.1,0.9,0.0,-0.5,-0.6
